# Screening data from PubChem.
# SIRT5 inh: sirtuin-5 (human) deacylase inhibition; AID 652115; Purified SirT5, succinyl-peptide AMC, trypsin-coupled fluorescence; hit rate 1.1% among 330,000; Q9NXA8; inhibition, % at 15 µM; in the data active = inhibition above about 15%; inconclusive = no clear call, values can overlap the other calls
# Target sequence (Q9NXA8 whole entry, looked up): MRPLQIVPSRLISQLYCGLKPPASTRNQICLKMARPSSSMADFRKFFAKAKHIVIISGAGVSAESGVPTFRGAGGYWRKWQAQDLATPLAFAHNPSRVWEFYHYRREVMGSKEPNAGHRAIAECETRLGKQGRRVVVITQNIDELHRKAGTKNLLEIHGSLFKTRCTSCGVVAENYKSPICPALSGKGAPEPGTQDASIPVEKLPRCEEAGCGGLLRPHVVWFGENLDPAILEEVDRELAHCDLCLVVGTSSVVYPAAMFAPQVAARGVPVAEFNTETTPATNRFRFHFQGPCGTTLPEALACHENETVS
# miR-122 sensor: blocks miR-122 activity in Huh7 sensor cells. Huh7 miR-122 Renilla luciferase sensor, 48 h; neutral wells = 0, positive control = 100. activation (reporter increase), % at 12.5 µM. hit rate 0.3% among 340,000. AID 602342;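 active = mean replicate activation score at least 90 and every replicate individually at or above 90; inconclusive = only one of the two criteria met; inactive = neither criterion met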;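 also: higher luciferase means less miR-122 activity so hits act as miR-122 inhibitors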
# ERAP1 HTS inh: blocks human ERAP1 aminopeptidase activity; AID 652197; recombinant ERAP1, Leu-AMC fluorescence, 60 min; hit rate 0.15% among 340,000; Q9NZ08; inhibition, % at 10.7 µM;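 active = mean replicate inhibition of at least 30%, or all replicates individually reaching that 30% level; inactive = mean below 30% and not every replicate reaching it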;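 also: 0% = neutral control wells and 100% = L-leucinethiol positive control wells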
# CASP6 VEID inh: inhibitors of human caspase-6. purified caspase-6, Z-VEID-R110 cleavage fluorescence. hit rate 0.53% among 350,000. inhibition, % at 12.5 µM;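 active = mean inhibition across replicates at least about 35%, with every replicate also reaching that limit, limit read from the data; inconclusive = only one of the two criteria met; inactive = neither criterion met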;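 also: 0% = median of neutral control wells and 100% = no fluorescence left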
# Target sequence (P55212 24-179 limits assumed): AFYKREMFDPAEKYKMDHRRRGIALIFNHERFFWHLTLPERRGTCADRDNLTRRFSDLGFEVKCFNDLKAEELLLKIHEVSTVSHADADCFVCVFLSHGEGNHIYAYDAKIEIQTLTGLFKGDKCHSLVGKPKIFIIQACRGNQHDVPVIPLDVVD
# Target sequence (P55212 194-293 limits assumed): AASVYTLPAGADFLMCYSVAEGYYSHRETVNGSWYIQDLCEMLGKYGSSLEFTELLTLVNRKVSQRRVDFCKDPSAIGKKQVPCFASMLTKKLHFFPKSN
# DENV2 CPE rescue: protects cells from dengue virus 2 cytopathic effect | AID 651640 | CPE inhibition, % at 9.99 µM | DENV2-infected cells, cytopathic effect rescue, plate reader | hit rate 1.7% among 350,000; in the data active = CPE inhibition above about 20%, passing the limit was not always enough; inconclusive = no clear call, values can overlap the other calls; tested in BHK-21 cells;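 also: 0% = median of neutral control wells and 100% = median of positive control wells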
# F508del corr: CFTR F508del correction in bronchial cells; activity (quench increase), % at 7.58 µM; hit rate 0.36% among 350,000; CFBE cells, YFP halide quenching; stimulated with forskolin plus potentiator P3; % fluorescence drop versus neutral controls;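 active = mean added fluorescence quench of at least 8% versus neutral control, with both replicates also reaching 8%; inconclusive = only one of the mean or replicate conditions met; inactive = mean below 8% and not both replicates reaching 8%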;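 also: cells transiently co-express mutant CFTR-F508del with the halide-sensitive YFP; corrector assay measuring rescue of mutant channel to the surface after 24 h compound exposure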
# ERp5 inh: inhibitors of human ERp5; Q15084; ERp5 insulin aggregation, absorbance 650 nm, 90 min; inhibition, % at 9.99 µM; hit rate 0.05% among 350,000;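 active = mean replicate inhibition above about 25%, with every replicate also reaching it, limit read from the data, passing the limit was not always enough; inconclusive = only one of those two criteria met; inactive = neither criterion met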
# Target sequence (Q15084 whole entry, looked up): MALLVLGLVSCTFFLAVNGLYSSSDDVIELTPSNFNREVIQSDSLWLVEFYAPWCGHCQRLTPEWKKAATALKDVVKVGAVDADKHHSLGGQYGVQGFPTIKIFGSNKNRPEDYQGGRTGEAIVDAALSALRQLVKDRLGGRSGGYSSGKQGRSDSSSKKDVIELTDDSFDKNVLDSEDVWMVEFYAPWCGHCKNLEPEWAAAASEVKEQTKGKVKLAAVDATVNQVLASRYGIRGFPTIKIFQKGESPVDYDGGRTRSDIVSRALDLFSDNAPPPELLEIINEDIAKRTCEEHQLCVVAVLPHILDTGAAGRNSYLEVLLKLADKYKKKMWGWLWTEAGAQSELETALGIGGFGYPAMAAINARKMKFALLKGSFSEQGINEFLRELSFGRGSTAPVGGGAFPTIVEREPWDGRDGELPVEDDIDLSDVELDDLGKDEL
# * hit, by the source's call; ? = inconclusive; / = no result given; [ ] = another dose, or the depositor's remark.
SMILES,SIRT5 inh,miR-122 sensor,ERAP1 HTS inh,CASP6 VEID inh,DENV2 CPE rescue,F508del corr,ERp5 inh
CC/C(=C/c1sc2ccc(C)cc2[n+]1CCO)SC,7,/,-1,-6,1,1.5,6
C=C(C)CNC(=O)C1CCC(=O)N(CCCc2ccccc2)C1 (stereo not given),1,-2,0,1,1,1.8,2
C[C@@H]1CCCCO[C@H](CN(C)C(=O)Cc2ccccc2)[C@@H](C)CN([C@@H](C)CO)C(=O)c2cc(NS(=O)(=O)c3cccs3)ccc2O1,-5,21[16.7 µM],4,0,-9,-0.8,-6
C[C@H](CO)N1C[C@H](C)[C@H](CN(C)Cc2ccccc2)Oc2c(NC(=O)C3CCCCC3)cccc2C1=O,2,22[16.7 µM],-3,2,4,-1.9,-5
c1cncc(CSc2ccc(-c3ccc4c(c3)OCO4)nn2)c1,-1,-3,0,1,-3,-4.2,1
CN1C(=O)Cc2cc(S(=O)(=O)NCc3c(F)cccc3Cl)ccc21,-1,14,-5,2,-2,-1.9,-1
CC(C)Nc1c([N+](=O)[O-])c(=O)oc2ccccc12,3,/,-1,8,-4,1.0,0
C/C=C/c1ccc([C@@H]2[C@@H](CO)N(C(=O)NCCC)[C@H]2CNC(=O)C2CCC2)cc1,/,79[16.7 µM],/,/,?,-2.5,/
O=C(c1cc2ccccc2cc1O)N1CCCC1,-3,9,-6,0,0,0.9,0
C[C@@H]1CN([C@@H](C)CO)C(=O)c2cccc(NC(=O)C3CC3)c2O[C@@H]1CN(C)C(=O)Nc1ccc(F)cc1,-1,-3[16.7 µM],1,-4,9,3.5,-1
COc1ccc(CNC(=O)[C@@H](NC(=O)C2CCN(S(=O)(=O)c3ccccc3)CC2)C(C)C)cc1,-1,-5,-5,4,7,-0.4,/
Cc1ccccc1-c1ccc2c(c1)O[C@@H](CN(C)C(=O)C1CC1)[C@H](C)CN([C@H](C)CO)S2(=O)=O,-1,/,0,1,-6,1.6,-11
O=C(NC[C@H]1N[C@H](CO)[C@@H]1c1ccccc1)C1CC1,0,-7[16.7 µM],1,0,3,-0.7,8
CC(=O)N(C)C[C@@H]1Oc2cc(C#Cc3ccc(F)cc3)ccc2S(=O)(=O)N([C@@H](C)CO)C[C@@H]1C,3,-16[16.7 µM],2,-1,-4,5.4,1
CCN(Cc1ccncc1)C(=O)CSc1ccc2ccccc2c1,10,1,-6,0,-5,0.0,-5
COc1ccc(S(=O)(=O)Nc2ccc3c(c2)C(=O)N([C@H](C)CO)C[C@H](C)[C@@H](CN(C)C(=O)Nc2ccccc2)O3)cc1,/,-6,1,0,4,-0.9,0
O=C(NCCCN1CCOCC1)c1ccc2c(=O)n(Cc3ccc(Cl)cc3)c(=S)[nH]c2c1,0,-8,0,/,7,4.2,2
CC1CC(C)CN(C(=O)COC(=O)c2ccc3c(c2)OCO3)C1 (stereo not given),-4,4,3,1,?,0.5,4
O=C(CCCNC(=O)c1ccc(Cl)cc1)NCc1ccccc1Cl,-1,-1,1,2,13,-0.3,0
O=C(NCCCn1ccnc1)c1cccc(Br)c1,-4,-2,3,-10,6,2.2,3
C[C@H](CO)N1C[C@H](C)[C@H](CN(C)C(=O)c2ccccc2F)Oc2ncc(-c3ccncc3)cc2C1=O,-1,-2[16.7 µM],1,-2,-2,-0.8,-7
Cc1ccc(N(C(=O)Cc2cccs2)C2C=CS(=O)(=O)C2)cc1Cl (stereo not given),-1,0,-3,4,-5,-6.8,-2
COCCN(C(=O)CSc1nnc(-c2cccc(F)c2)n1N)c1c(N)n(Cc2ccccc2)c(=O)[nH]c1=O,-5,4,1,-2,8,-0.4,-1
Cc1c(NC(=O)COC(=O)/C=C/c2ccc(Cl)cc2)c(=O)n(-c2ccccc2)n1C,-2,/,-3,/,/,-2.3,-6
Cc1ccc(Cn2c(C)c3cnn(CC(=O)NCCN4CCOCC4)c(=O)c3c2C)cc1,1,-5,-5,0,5,-0.4,3

# (more compounds)
SMILES,SIRT5 inh,miR-122 sensor,ERAP1 HTS inh,CASP6 VEID inh,DENV2 CPE rescue,F508del corr,ERp5 inh
CSCCC(Nc1ccc(S(=O)(=O)N2CCOCC2)cc1[N+](=O)[O-])C(=O)OCC(=O)NCC(C)C (stereo not given),-9,-2,1,1,12,3.3,-7
COc1cc(/C=N/NC(=O)Cc2csc(C)n2)ccc1OCC(C)C,3,-15,-2,3,14,-3.6,-5
O=C(CCn1c(=S)oc2ccccc21)Nc1cccc(O)c1,/,/,-2,1,-3,0.1,0
CC(C)C[C@H]1CNC(=S)N1C[C@H]1CCCN1C[C@H](CC(C)C)N1C[C@H](Cc2ccc(O)cc2)N(CCc2ccccc2)C1=S,-1,-7,1,-2,39*,-1.9,-1
C[C@H](NC(=O)C[C@@H]1C[C@H]2c3cc(NC(=O)NC4CCCC4)ccc3O[C@H]2[C@H](CO)O1)c1ccccc1,-2,-1[16.7 µM],-2,-3,27*,-1.2,3
CC(C)c1ccc(S(=O)(=O)N2CCN(C(=O)C3CCCCC3)CC2)cc1,2,/,2,-10,-4,1.8,-2
O=C(NCc1ccccn1)c1ccc(Cl)c(S(=O)(=O)NCc2ccccc2)c1,-1,/,-2,-1,-2,4.4,3
CC(C)CN(C(=O)COC(=O)CCC(=O)c1ccc(Cl)cc1)c1c(N)n(Cc2ccccc2)c(=O)[nH]c1=O,-5,/,-2,6,?,2.2,-4
CCCCN(C(=O)Cc1cccs1)c1nnc(-c2cccnc2)s1,-1,0,-3,0,/,/,5
CC(C)CCN1CCC(CN2C(=S)NC[C@@H]2Cc2ccccc2)CC1,-5,-3,-4,-17,-2,1.9,-6
COCCn1c(SCc2cccc(F)c2)nc2cc(C(=O)OC)ccc2c1=O,-3,/,0,12,-2,3.3,-2
C/C(CC(=O)Nc1ccccn1)=N\NC(=O)c1ccc([N+](=O)[O-])cc1Cl,2,-5,-3,0,5,-0.8,4
CC(Oc1ccc(Cl)cc1Cl)C(=O)NCCN1CCOCC1 (stereo not given),0,/,-2,0,4,0.1,-4
COc1ccc2c3c(n(C)c2c1)[C@H](CO)N(Cc1ccccc1)CC31CN(C)C1,-4,/,4,-2,0,-1.2,10
Nc1cccc2c1C(=O)N(C(=O)/C=C/c1cccc(Br)c1)C2=O,-2,-7,0,6,2,2.5,2
COc1ccc(Br)cc1S(=O)(=O)Nc1ccc(Cl)cn1,-6,/,-1,-2,3,0.7,-7
C[C@@H]1CCCCO[C@H](CN(C)C(=O)C2CCCCC2)[C@H](C)CN([C@@H](C)CO)C(=O)c2cc(N(C)C)ccc2O1,4,-9[16.7 µM],0,8,?,3.1,0
COc1ccccc1NS(=O)(=O)c1cccc(C(=O)NN=C2CCCC2)c1,3,-5,1,4,-6,-0.6,3
CCC(=O)N[C@H]1CC[C@@H](CC(=O)NCCN2CCCCC2)O[C@H]1CO,2,-2[16.7 µM],2,-3,3,-0.2,1
COc1cccc(C(=O)NCCS(=O)(=O)NCCCc2ccccc2)c1,-2,0,-1,-1,/,-2.7,-1
CCCN(CC(=O)Nc1cc(C)on1)CC(=O)Nc1ccccc1C,1,-7,1,1,2,1.5,3
CCCCn1c(N)c(NCC)c(=O)[nH]c1=O,-1,-1,-2,/,1,-3.2,3
CC(C)CC#Cc1ccc([C@H]2[C@H](CO)N3C(=O)CN(C(=O)Nc4ccc(F)cc4)C[C@@H]23)cc1,-1,/,0,-1,-2,-0.2,8
CCOc1ccc(C(=O)OCC(=O)NC2CCCC2)cc1OCC,-2,-6,0,3,1,-0.8,-1
O=C(COC(=O)Cn1cnc2ccccc21)Nc1ccc(F)c(F)c1,/,2,1,-2,-4,7.1,3

# (next part)
SMILES,SIRT5 inh,miR-122 sensor,ERAP1 HTS inh,CASP6 VEID inh,DENV2 CPE rescue,F508del corr,ERp5 inh
O=C(N1CCOCC1)C12OC3CC(CC(C3)O1)O2,/,-2,3,1,0,-2.1,5
COc1ccc(-c2n[nH]c(=S)n2-c2ccc3c(c2)OCCO3)cc1OC,-2,/,1,-4,3,0.3,0
CO[C@@H]1CN(C)C(=O)c2cc(NC(=O)C3CC3)ccc2OC[C@H](C)N(C(=O)c2ccccc2)C[C@@H]1C,3,/,-2,1,1,0.5,-3
Cn1nnnc1Sc1ncnc2scc(-c3cccc(C(F)(F)F)c3)c12,/,-10,-1,-2,-20,-9.2,9
O=C(CSc1c2c(nc3cc(Cl)ccc13)CCCC2)NCCCN1CCOCC1,0,/,2,1,-1,-2.4,-1
CCOC(=O)c1cc(-c2ccccc2)sc1NC(=O)CN1C(=O)NC(CC)(c2ccccc2)C1=O (stereo not given),-4,-5,-4,-3,/,/,0
CC(C(=O)NCCc1ccc(Cl)cc1)n1c(=O)c2cccn2c2cccnc21 (stereo not given),1,/,-3,0,5,-1.0,6
CO[C@H]1CN(C)C(=O)c2ccc(NC(=O)c3nc4ccccc4s3)cc2OC[C@@H](C)NC[C@@H]1C,15,/,-1,-1,-3,1.8,0
O=C(C[C@H]1C[C@H]2c3cc(NC(=O)C4CCOCC4)ccc3O[C@H]2[C@H](CO)O1)NCc1cccnc1,0,-4[16.7 µM],3,-1,12,1.9,3
CSCCC(NC(=O)c1ccccc1)C(=O)N1CC(C)OC(C)C1 (stereo not given),-1,-7,-2,-141,-5,-0.3,9
Cc1noc(C)c1S(=O)(=O)Nc1ccc2c(c1)C(=O)N([C@@H](C)CO)C[C@H](C)[C@@H](CN(C)Cc1ccc(-c3ccccc3)cc1)O2,10,0[16.7 µM],0,-3,19,-3.3,4
CCOC(=O)N1CCC(NC(=O)C2CCCN(S(C)(=O)=O)C2)CC1 (stereo not given),1,/,-5,/,-2,-1.4,-2
COC(=O)c1cc2c(c3c4ccccc4n(S(=O)(=O)c4ccc(C)cc4)c13)C(=O)N(Cc1ccccc1)C2,/,/,-1,0,17,-0.5,-1
O=c1c2cc(Br)ccc2[nH]c(=S)n1Cc1ccccc1,12,3,-1,-1,0,-1.4,1
CC(=O)Nc1ccc(C(=O)OCC(=O)NC2CCCCCCC2)cc1,10,/,1,-1,5,-0.9,1
CCNC(=O)/C(C#N)=C/c1c(N2CCCCCC2)nc2ccccn2c1=O,-9,-1,-3,-1,-9,3.0,3
Cc1ccc(S(=O)(=O)Nc2cccc(Cl)c2)cc1NC(=O)c1cccnc1,3,14,5,2,-5,0.7,1
Cc1c(-c2ccccc2)[n+](=O)c(-c2ccc(Cl)cc2)c(C)n1[O-],-1,-7,-3,4,5,-1.5,-4
CCCCOc1ncnc2c1[nH]c1ccc(C)cc12,1,-16,1,-2,-9,-3.6,2
COC(=O)c1cc(NC(=O)c2c(C)noc2C)ccc1N1CCOCC1,-1,-3,5,-7,-9,1.2,-11
C[C@H]1CN([C@@H](C)CO)C(=O)c2cc(NC(=O)Nc3ccccc3)ccc2O[C@@H]1CN(C)S(=O)(=O)c1cccs1,0,9[16.7 µM],2,2,-7,2.3,-11
CNC(=O)c1csc(Cc2c(Cl)sc3ccc(Cl)cc23)n1,-4,/,-2,2,0,0.7,/
Cc1ccc(C(=O)Nc2ccc(C)c(S(=O)(=O)N3CCOCC3)c2)c(C)c1,-2,4,3,0,4,-2.7,4
Cc1ccc(S(=O)(=O)CCC(=O)OCC(=O)N2CCN(S(=O)(=O)c3ccc(Cl)cc3)CC2)cc1,-2,-6,2,-2,-1,0.9,3
CC(C)(C)c1ccc(CC(=O)N2CCC2(C)C(=O)NS(=O)(=O)c2cccs2)cc1 (stereo not given),-1,-7,0,4,-1,2.6,-1

# By substructure: the compounds so far containing a nitro group on carbon.
SMILES,SIRT5 inh,miR-122 sensor,ERAP1 HTS inh,CASP6 VEID inh,DENV2 CPE rescue,F508del corr,ERp5 inh
CC(C)Nc1c([N+](=O)[O-])c(=O)oc2ccccc12,3,/,-1,8,-4,1.0,0
CSCCC(Nc1ccc(S(=O)(=O)N2CCOCC2)cc1[N+](=O)[O-])C(=O)OCC(=O)NCC(C)C (stereo not given),-9,-2,1,1,12,3.3,-7
C/C(CC(=O)Nc1ccccn1)=N\NC(=O)c1ccc([N+](=O)[O-])cc1Cl,2,-5,-3,0,5,-0.8,4
